# SR-BI uptake up – activators of SR-BI mediated HDL lipid uptake; CHO ldlA[mSR-BI] cells, DiI-HDL uptake fluorescence, 3 h; 100 = double the neutral-control signal; activation, % at 12.5 µM; actives 0.096% (n = 320,000);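 active = mean replicate activation of at least 60% and every replicate at or above 60%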;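 note: 0% = median plate neutral-control signal and 100% = twice that signal; values of inactives mirror those of a sister screen read the other way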
#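 System: LDL receptor-deficient CHO ldlA cells overexpressing murine SR-BI | Timing: 3 h uptake period with compound, 37 °C | Medium: HEPES-buffered (25 mM, pH 7.4) F12 plus 0.5% BSA | Dosing: Single-point compound dose | Signal: Bottom-read fluorescence, 550/595 nm | Read-out: Retained DiI signal reflecting DiI-HDL uptake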
# Rtt109 Vps75 – C. albicans Rtt109 histone acetyltransferase inhibition | purified Rtt109/Vps75, ThioGlo CoA-SH fluorescence, 4 h | actives 0.16% (n = 330,000) | inhibition, % at 34.9 µM | Q5AAJ8;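 active = inhibition of at least 50% in every replicate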
# Target sequence (Q5AAJ8 whole entry, looked up): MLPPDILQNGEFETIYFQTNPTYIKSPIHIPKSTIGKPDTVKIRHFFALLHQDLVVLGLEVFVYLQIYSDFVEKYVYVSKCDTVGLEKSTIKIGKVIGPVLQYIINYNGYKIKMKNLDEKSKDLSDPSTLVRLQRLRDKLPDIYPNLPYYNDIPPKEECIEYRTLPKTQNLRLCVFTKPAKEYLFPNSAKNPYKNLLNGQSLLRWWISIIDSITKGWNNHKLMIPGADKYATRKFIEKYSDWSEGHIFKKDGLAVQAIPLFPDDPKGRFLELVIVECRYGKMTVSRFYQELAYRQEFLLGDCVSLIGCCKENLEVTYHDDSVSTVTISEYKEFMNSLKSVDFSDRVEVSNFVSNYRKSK
# CAL PDZ FP-1 – human CAL PDZ-peptide interaction inhibition | Q9HD26 | purified CAL PDZ, TMR-peptide fluorescence polarization, 1 h | inhibition, % at 20 µM | actives 0.02% (n = 330,000) | AID 504414;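 active = highest replicate inhibition of at least 40%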;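 note: plate controls were DMSO neutral control wells for no effect and unlabeled competitor peptide control wells for full effect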
#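 Material: tagged CAL PDZ protein CerCALP, purified; buffer or medium: sodium phosphate/NaCl buffer pH 7.4 with TCEP, IgG, Thesit; also added: fluorescent TMR peptide probe; schedule: 1 h incubation at room temperature before polarization reading; technique: fluorescence polarization from S- and P-plane intensities, G-factor corrected; control set: unlabelled peptide and DMSO controls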
# cardiac RTF act – cardiac RTF calcium sensitization. IANBD-labeled TnC RTF fluorescence at EC20 calcium; 0% EC20 calcium, 100% full calcium. activation, % at 7.2 µM. P19429+P45379. actives 0.24% (n = 340,000). AID 493008;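 active = activation above the mean over all tested compounds plus 3 SD, cut at about 30% in these data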;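 note: rise in fluorescence read as greater calcium sensitivity of cardiac thin filaments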
# Keap1 Nrf2 FP – Keap1-Nrf2 (human) interaction inhibition; Keap1 Kelch-Nrf2 peptide fluorescence polarization, 1536-well; inhibition, % at 9.4 µM; actives 0.15% (n = 340,000); AID 504523; in the data active = inhibition above about 12%;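 note: human Keap1 Kelch domain with fluorescein labeled Nrf2 9mer peptide probe; 0% = neutral control wells and 100% = peptide positive control; higher means more block of Keap1 binding to Nrf2 peptide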
# CAL PDZ FP-2 – CAL PDZ (human) peptide binding inhibition. Q9HD26. purified CAL PDZ, TMR-peptide fluorescence polarization, 1 h. inhibition, % at 24.9 µM. actives 0.92% (n = 300,000). AID 602252;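 active = mean inhibition of at least 30% with at least half of replicates also reaching 30%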;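 note: 0% = DMSO neutral control and 100% = excess unlabeled competitor peptide PRC23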
# DAGLB inhibitor – diacylglycerol lipase beta (human) inhibition; Q8NCG7; HEK293T DAGLB membrane lysate, EnzChek fluorogenic substrate; inhibition, % at 5.17 µM; actives 0.059% (n = 340,000); AID 504411; in the data active = inhibition above about 34%;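 note: 0% = enzyme with vehicle and 100% = wells lacking enzyme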
# C-LANA FP – blocks KSHV LANA C-terminal domain binding to DNA; MBP-C-LANA/FAM-LBS DNA binding, fluorescence polarization; inhibition, % at 9 µM; actives 0.078% (n = 340,000); AID 504423;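 active = highest replicate inhibition at or above 60% at 9 µM, even if other replicates fall short; inactive = all replicates below 60% inhibition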;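 note: 0% = neutral control wells and 100% = 4 µM acridine orange control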
# PKA-R2B activ – activators of human PKA-R2B complex; P22694+P31323; PKA-R2B holoenzyme dissociation, Cy5-IP20 fluorescence polarization; R2B truncated from residue 108, S112A mutant; 0% DMSO only, 100% 113 µM cGMP; activation, % at 11.4 µM; actives 0.079% (n = 340,000);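 active = activation above a cutoff set at the mean over all compounds plus 3 SD, cut at about 18% in these data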;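 note: higher means more holoenzyme dissociation and a rise in polarization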
# Target sequence (P31323 whole entry, looked up, other chains not shown, the tested form may be a part): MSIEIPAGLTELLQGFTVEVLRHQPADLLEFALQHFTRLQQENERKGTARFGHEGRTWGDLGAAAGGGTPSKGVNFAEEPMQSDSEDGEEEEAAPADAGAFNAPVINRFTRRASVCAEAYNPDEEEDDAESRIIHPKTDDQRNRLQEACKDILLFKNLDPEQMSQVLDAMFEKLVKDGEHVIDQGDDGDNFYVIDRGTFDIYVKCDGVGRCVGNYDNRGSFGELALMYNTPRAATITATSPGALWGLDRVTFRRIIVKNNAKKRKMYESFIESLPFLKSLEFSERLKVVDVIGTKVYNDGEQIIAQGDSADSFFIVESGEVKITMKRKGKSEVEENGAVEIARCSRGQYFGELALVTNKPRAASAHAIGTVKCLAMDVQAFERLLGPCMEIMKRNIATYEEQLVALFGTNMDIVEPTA
# Cardiac RTF inh – cardiac RTF calcium desensitization; P19429+P45379; AID 493244; actives 0.12% (n = 340,000); IANBD-labeled cardiac RTF, Ca2+ fluorescence; inhibition, % at 7.15 µM;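 active = inhibition above the mean inhibition of all tested compounds plus 3 SD, cut at about 17% in these data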;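 note: assay run at fixed EC70 calcium of 1.6 mM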
# Starred values were filed as active, the others as inactive; nt = not tested or not shown.
SMILES,SR-BI uptake up,Rtt109 Vps75,CAL PDZ FP-1,cardiac RTF act,Keap1 Nrf2 FP,CAL PDZ FP-2,DAGLB inhibitor,C-LANA FP,PKA-R2B activ,Cardiac RTF inh
O=C(Nc1cc(S(=O)(=O)N2CCOCC2)ccc1N1CCOCC1)c1c(F)cccc1Cl,6,10,-1.5,-3,3,0,0,-0.6,1,-10
Cc1ccc(CNC(=O)C2CC(c3ccccc3C(F)(F)F)=NO2)o1 (stereo not drawn),-34,1,0.5,-2,-6,-1,-1,-0.4,-5,-8
C=Cc1ccc(COC(=O)c2cn(CC)c3nc(C)ccc3c2=O)cc1,8,13,-1.8,2,-3,-3,-2,-0.7,-2,-7
CC(C)NC(=O)Nc1ccc2c(c1)C(=O)N([C@H](C)CO)C[C@H](C)[C@@H](CN(C)S(=O)(=O)c1ccc(F)cc1)O2,4,9,-0.8,-8,-11,2,-1,1.1,5,3
O=C(Nc1cccc(S(=O)(=O)NCc2ccco2)c1)c1ccc(Cl)cc1,-25,nt,-1.2,1,0,-5,-2,-0.5,-7,3
O=C(Nc1c(-c2ccccc2)nc2sccn12)c1ccccc1,36,22,nt,-1,1,-5,0,34,-7,-4
O=C(O)COc1ccccc1/C=N/NC(=O)Cc1csc(Nc2cccc(C(F)(F)F)c2)n1,-4,1,-1.1,nt,-4,3,nt,3.4,nt,nt
CCC(=O)N(CCc1ccccc1C)Cc1cc2cc3c(cc2[nH]c1=O)OCO3,7,1,-0.4,11,-5,-3,1,0.6,-2,11
CCC(C)c1ccc(OCCCCN2CCOCC2)cc1 (stereo not drawn),nt,-16,-2.7,5,1,-6,1,-0.2,4,11
O=C(/C=C/Sc1ncn[nH]1)c1ccc(Cl)cc1,22,-4,-1.2,-1,-2,nt,-5,-0.7,1,-8

# Ordered by value in SR-BI uptake up (rising): 4 from the list above
SMILES	SR-BI uptake up	Rtt109 Vps75	CAL PDZ FP-1	Keap1 Nrf2 FP	CAL PDZ FP-2	DAGLB inhibitor	C-LANA FP	PKA-R2B activ
O=C(Nc1cccc(S(=O)(=O)NCc2ccco2)c1)c1ccc(Cl)cc1	-25	nt	-1.2	0	-5	-2	-0.5	-7
O=C(Nc1cc(S(=O)(=O)N2CCOCC2)ccc1N1CCOCC1)c1c(F)cccc1Cl	6	10	-1.5	3	0	0	-0.6	1
CCC(=O)N(CCc1ccccc1C)Cc1cc2cc3c(cc2[nH]c1=O)OCO3	7	1	-0.4	-5	-3	1	0.6	-2
C=Cc1ccc(COC(=O)c2cn(CC)c3nc(C)ccc3c2=O)cc1	8	13	-1.8	-3	-3	-2	-0.7	-2

# (listing goes on)
SMILES,SR-BI uptake up,Rtt109 Vps75,CAL PDZ FP-1,cardiac RTF act,Keap1 Nrf2 FP,CAL PDZ FP-2,DAGLB inhibitor,C-LANA FP,PKA-R2B activ,Cardiac RTF inh
CC(NS(=O)(=O)c1ccccc1)C(=O)Nc1ccc(S(N)(=O)=O)cc1 (stereo not drawn),2,-7,-1.3,-1,-2,2,3,0.8,-10,-2
COC(=O)c1ccc(=O)n(Cc2ccc3c(c2)OCO3)c1,-18,-3,0.1,-1,-1,0,4,1.5,2,-5
CCOc1ccccc1CN1CCNC(=O)C1CC(=O)N(C)CCC1CCOCC1 (stereo not drawn),24,7,-2.1,1,2,-4,2,-1.1,10,-6
CC(C)n1cc(/C=N/NC(=O)COc2cccc3cccnc23)c2ccccc21,-56,2,-0.4,-6,1,nt,2,2.1,2,-2
CCCN(CCC)CCCNC(=O)CNC(=O)c1nn(-c2ccc(OC)cc2)c(=O)c2ccccc12,15,-4,-2.1,2,-4,-3,-2,0.0,2,2
Cc1cccc(/C=N/NC(=O)Cn2nc(C)cc2C)n1,0,11,1.3,-1,-2,4,-3,1.3,2,7
COc1cccc(NC(=S)N2CCCN(Cc3ccc(F)cc3)C2)c1,nt,nt,0.7,2,3,nt,0,-0.8,-11,-2
CN(C)CCCNC(=O)c1cc(C(=O)Cc2ccccc2)c[nH]1,2,-5,-7.0,5,-1,-5,2,1.4,-7,-4
Cc1nn(C)c(C)c1CCC(=O)N1CCCC(C(=O)c2cccc(OC(C)C)c2)C1 (stereo not drawn),-4,-7,-1.1,-4,-4,-1,-1,-0.3,1,3
CC1CCCCC1NCC(=O)Nc1ccccc1C(=O)Nc1ccccc1 (stereo not drawn),-8,-6,-1.4,-4,2,-1,-3,-0.6,-10,-5
COC(=O)c1ccccc1Nc1ccccc1,-17,-12,0.4,-3,-1,-6,-6,0.8,8,-12
Cc1ccc(NC(=O)CS(=O)CC(=O)N(c2ccccc2F)C(C)C(=O)NC2CCCC2)cc1 (stereo not drawn),nt,10,-2.2,1,-2,-5,-1,-1.0,-6,3
CCOc1ccc2c(c1)c1nnc(SCC(=O)N3CCC(C)CC3)nc1n2C,-29,1,-5.0,5,-2,-3,1,-0.6,2,1
CC12CCC(C(=O)NCc3ccc4c(c3)OCO4)(OC1=O)C2(C)C (stereo not drawn),0,8,0.2,-9,1,-3,-2,-0.2,0,-2
CS(=O)(=O)N(CC(=O)N1CCCCC1)c1cccc(F)c1,31,5,-0.2,-6,-5,0,1,-0.9,0,12
COc1cccc(CNC(=O)CCl)c1,-6,-5,-0.3,-3,0,-6,-1,1.7,4,-7
CC(C)(C)c1cc(C(=O)NCc2ccco2)ccn1,11,-7,-0.8,2,2,-1,-5,3.1,2,1
Cc1nn(CC(=O)Nc2ccc(C(=O)N3CCCC3)cc2)c(=O)c2ccccc12,-19,12,1.3,-7,-5,-3,-3,0.5,-2,-9
CC(NC(=O)CSc1ccc(S(=O)(=O)N2CCOCC2)cn1)c1ccc(Cl)cc1Cl (stereo not drawn),-7,1,-0.2,4,-1,2,0,0.2,3,-9
COc1ccc(NC(=S)Nn2cnnc2)cc1OC,22,-3,0.3,-1,0,-2,-1,0.5,-1,-5
CCN(CCNC(=O)CC1Oc2ccccc2NC1=O)c1ccccc1 (stereo not drawn),-24,5,-0.8,1,-7,nt,-1,-0.3,-12,-4
NCCNc1ccc([N+](=O)[O-])c(NC2CC2)c1,-4,1,-3.2,-12,1,-3,0,0.6,-2,-1
Cc1ccc2nc(-c3cccc(S(=O)(=O)N4CC(C)OC(C)C4)c3)cn2c1 (stereo not drawn),-16,14,-1.8,-1,-2,-8,0,-0.3,-6,-6
CC(=O)N1CCOc2ccc(S(=O)(=O)NCCc3cccc(C)c3)cc21,-7,-4,-2.2,-8,-3,-4,1,0.9,6,-8
O=C(NC1CCCCC1)C(c1ccco1)N(C(=O)C(F)(F)F)C1CC1 (stereo not drawn),7,4,-0.6,-3,-1,1,-1,1.2,-7,-11
O=C(NCc1ccco1)C1CCCN(c2nnc(-n3cccc3)s2)C1 (stereo not drawn),4,24,-0.4,14,0,nt,-2,-0.6,-2,-8
Nc1nc(NCCN2CCOCC2)nc(NCc2ccccc2)c1[N+](=O)[O-],3,-14,-0.6,1,1,-7,-2,0.2,0,3
CCCNc1nc(N2CCCC2)nc(N2CCCC2)n1,-26,-6,-0.5,4,2,-2,-1,1.5,-3,-7
Cc1ccnc(NC(=O)c2cc(S(=O)(=O)N3CCCCC3)ccc2Cl)c1,-6,0,0.1,-3,-5,0,-4,-0.1,-6,1
COc1ccc(C2=NOC3(CC(=O)N(c4ccc(Cl)cc4)C3=O)C2)c(OC)c1 (stereo not drawn),26,6,0.5,0,0,nt,-15,-0.8,-15,-6
O=C(Nc1ccccc1C(=O)N1CCOCC1)C1COc2ccccc2O1 (stereo not drawn),14,-1,-2.9,-8,-3,2,1,2.5,0,7
COCCN(C(=O)C(C)N1C(=O)c2ccccc2C1=O)c1c(N)n(CC(C)C)c(=O)[nH]c1=O (stereo not drawn),16,-6,-3.0,1,-8,-20,0,0.0,0,-7
CCCCC(CC)CNC(=O)CN(C)S(=O)(=O)c1cccc2nsnc12 (stereo not drawn),4,nt,-1.9,-1,-5,2,-3,0.9,-2,5
Cc1nn(Cc2cccc(C(=O)Nc3ccn(Cc4c(F)c(F)cc(F)c4F)n3)c2)c(C)c1[N+](=O)[O-],-37,0,-2.3,-3,-5,nt,-3,-0.3,6,1
COc1cc(OC)c(C(=O)OCC(=O)N2CCN(S(=O)(=O)c3ccc(C)cc3C)CC2)cc1OC,-5,-6,0.1,6,5,3,2,3.5,5,-10
N#CC1=C(Nc2ccc(Br)cc2)CCC1,14,-1,-0.2,-2,-1,-4,-1,-1.7,1,-3
CC(C)(ONC(=O)Nc1ccccc1Cl)C(=O)O,9,1,-0.3,23,-3,1,1,0.1,-7,-2
Cc1ccc2oc(=O)n(CCCOc3ccccc3C)c2c1,-20,1,-2.1,-2,8,1,-18,1.0,-12,1
CC(C)OC(=O)CC(=O)CSc1nc2c(cc1C#N)CCCC2,-11,3,-1.8,1,-2,-3,2,-0.1,-10,2
CCCn1c(SCC(=O)Nc2cc(Cl)ccc2Cl)n[nH]c1=O,-9,-4,-1.2,-1,-6,52*,0,-1.8,5,0
O=C(Nc1c2c(nn1-c1ccccc1)CS(=O)(=O)C2)c1ccco1,10,1,0.0,4,-5,nt,1,1.7,-4,-15
CN=C(Nc1ccc(C(=O)OC)s1)c1ccc(Cl)cc1,-42,-1,-0.2,-1,5,nt,2,0.3,-4,0
Cc1ccc(-c2csc3ncn(CC#N)c(=O)c23)cc1C,7,1,-1.6,2,-7,-4,-2,1.3,-8,3
CC(=O)Nc1cccc(C(=O)N(Cc2ccccc2)Cc2ccccc2)c1,-65,-3,-1.3,8,-8,-1,4,-2.5,7,-12
O=S(=O)(Nc1cc(F)ccc1F)c1cccc2nonc12,4,-15,0.2,3,-5,-3,3,1.7,-4,0
O=C(COc1ccc2ccccc2c1)NNC(=O)c1ccc([N+](=O)[O-])cc1,-60,1,-0.4,-1,-5,-3,0,-1.2,-7,-12
CCOC(=O)c1c(-c2cccs2)csc1NC(=O)c1ccncc1,-10,2,-0.3,2,-4,-2,-9,0.4,-3,0
COc1ccccc1OCCSc1nnc(CNC(=O)c2ccco2)n1C,-15,8,0.0,7,-1,2,0,0.3,-5,1
O=C(NC1(C(F)(F)F)N=C2SCCN2C1=O)c1ccccc1 (stereo not drawn),1,-20,-0.3,-8,-1,2,3,1.2,3,-12
COc1ccc(-c2sc(Nc3cccc4ccccc34)n[n+]2C)c(C)c1C,10,5,0.3,-3,3,-1,3,-1.7,2,-6
CCOc1ccc(-c2cn3ccccc3n2)cc1[N+](=O)[O-],-17,0,-0.5,4,-1,-8,1,-4.2,1,-21
COc1ccc2cnnc(SCC(=O)Nc3ccccc3)c2c1OC,16,4,-3.3,2,-3,-2,1,0.8,-10,-2

# Bioassay records deposited in PubChem BioAssay by several laboratories.

# Compounds as they come; overall some 1.6% were active at least once.
